Anthrax LF inh2 = anthrax lethal factor protease inhibition | inhibition, % at 10 µM | P15917 | actives 0.12% (n = 360,000) | multiplex microsphere protease cleavage assay, LF | AID 588501; further: plate controls were buffer without enzyme for full effect and enzyme alone for no effect
PrPC TRFRET = cell surface PrPC inhibition, primary TR-FRET screen. TR-FRET read-out. P04156. actives 0.43% (n = 370,000). AID 720596. inhibition, % at 13.8 µM; in the data active means inhibition above about 24%; further: 0% = median of the test wells and 100% = reference compound wells
BoNT A protease = inhibitors of Botulinum neurotoxin A light chain protease. multiplex microsphere protease substrate cleavage, flow cytometry. actives 0.17% (n = 360,000). inhibition, % at 10 µM; further: plate controls were buffer without enzyme for full effect and enzyme alone for no effect
TcdB inh = inhibitors of Clostridioides difficile toxin B glycohydrolase | P18177 | TcdB glycohydrolase enzymatic assay, plate reader | inhibition, % at 9.99 µM | actives 0.24% (n = 350,000); in the data active means inhibition above about 10%
CCHFV vOTU inh = CCHFV vOTU protease inhibition | actives 0.55% (n = 370,000) | inhibition, % at 11.5 µM | Pep-AMC fluorescence; in the data active means inhibition above about 30%; further: 0% = vehicle wells with enzyme and 100% = no enzyme wells
BoNT F protease = BoNT F light chain protease inhibition; Multiplex microsphere protease cleavage assay, flow cytometry; inhibition, % at 10 µM; actives 0.22% (n = 360,000); AID 588497; in the data active means inhibition above about 35%, passing the limit was not always enough; inconclusive means no clear call, values can overlap the other calls; further: plate controls were buffer without enzyme for full effect and enzyme alone for no effect
Yp Topo-I inh = Y. pestis Topo-I inhibition via cleavage products; activity, % at 10 µM; AID 504884; Y. pestis Topo-I cleavage product accumulation, plate reader; actives 0.064% (n = 360,000); in the data active means activity above about 50%, passing the limit was not always enough; inconclusive means no clear call, values can overlap the other calls; further: inactives centre near 2
FadD28 binding = M. tuberculosis FadD28 bisubstrate binding inhibition | FadD28 bisubstrate probe binding, fluorescence polarization | inhibition, % at 12.5 µM | actives 0.22% (n = 360,000); in the data active means inhibition above about 8.5%, passing the limit was not always enough; inconclusive means no clear call, values can overlap the other calls
PfHsp40 rescue = rescue of PfHsp40-mediated yeast toxicity; S. cerevisiae expressing PfHsp40, growth rescue, ATP luminescence; growth rescue, % at 12.5 µM; actives 0.68% (n = 340,000); in the data active means growth rescue above about 28%, passing the limit was not always enough; inconclusive means no clear call, values can overlap the other calls;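 further: yeast W303a lacking pdr1 and pdr3 grown in galactose medium; growth measured after three days at 30 °C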
* = called active by the depositor; ? = inconclusive; . = no result given. Unless noted, no stated cut-off is given here; in the data, active means inhibition above about 30%; inconclusive means no clear call, values can overlap the other calls; inactive means below that.

SMILES	Anthrax LF inh2	PrPC TRFRET	BoNT A protease	TcdB inh	CCHFV vOTU inh	BoNT F protease	Yp Topo-I inh	FadD28 binding	PfHsp40 rescue
Cc1ccc(S(=O)(=O)N2CCN(C(=O)CSc3ncn[nH]3)CC2)cc1	.	-1	.	-0.1	11	.	5	0.2	-1.8
O=C1CC(N2CCCCCC2)C(=O)N1c1ccc2c(c1)OCO2 (stereo not given)	-3	-5	-0.1	0.5	0	-2	6	-0.5	78*
N#Cc1ccccc1S(=O)(=O)NC(=O)[C@H]1O[C@@H](n2cnc3c(N)ncnc32)[C@H](O)[C@@H]1O	4	-3	-0.7	1.5	0	-1	.	0.3	.
COc1ccc2c(c1)OC/C(=C/c1cccs1)C2=O	-2	3	0.4	1.6	10	-2	16	-5.5	6.1
Cc1ccc(NC(=O)Cc2nc(CSc3nnc(-c4ccc5c(c4)OCO5)o3)cs2)cc1	-3	3	-1.9	.	6	-29	18	-0.4	1.1
O=C(CC(c1ccccc1)c1ccccc1)Nc1ccc(O)cc1	4	3	2.2	13*	-7	12	-2	-0.7	-0.3
COc1ccc(C(=O)Nc2nc(C)c(C(=O)N(C)C)s2)cc1OC	-6	-6	-0.8	.	6	-6	6	-0.1	-1.3
CCCN(CCC)Cc1c(C(=O)N/N=C/c2ccsc2)nnn1-c1nonc1N	-15	6	1.7	0.5	2	-28	18	-4.9	-1.3
COCCCNC(=S)N1CCN(C(=O)c2ccco2)CC1	0	-3	0.1	.	-16	-2	-7	-2.4	6.1
O=C(c1cnc2sccn2c1=O)N1CCN(c2ccccc2Cl)CC1	-3	-6	0.7	1.6	-6	-4	1	-2.4	0.6
CC1(C)CC(=O)C=C(N2CCNCC2)C1	6	-5	0.4	.	3	-3	-3	1.4	0.4
O=C1OC[C@@H]2CCCN2C(=O)[C@@H](CC(=O)N(CCO)Cc2ccccc2)C/C=C\CC[C@H]1Cc1ccc(F)cc1	-2	2	-0.7	0.6	7	-10	0	-2.3	1.1
CSCCOC(=O)c1[nH]c2c(c1C)C(=O)CC(c1ccco1)C2 (stereo not given)	-5	6	-1.5	-0.7	4	-2	5	-0.4	-1.9
COc1ccc(OC)c(S(=O)(=O)Nc2ccc(Oc3ccccc3)cc2)c1	-11	4	2.2	.	2	-1	7	0.3	5.4
CCn1c2ccccc2c2cc(NC(=O)C3CCN(S(=O)(=O)c4cccs4)CC3)ccc21	-4	8	0.5	-0.2	0	-8	3	-0.5	0.7
Cc1nc(N2CCC(C)CC2)c2nnn(Cc3ccccc3)c2n1	-6	0	-0.5	.	0	-2	-2	-2.0	3.4
C=CCn1c(N(C)C)nc2c1c(=O)[nH]c(=O)n2C	-6	6	-0.4	-5.1	0	-3	2	-3.3	2.2
O=C1S/C(=C\c2ccc(O)c([N+](=O)[O-])c2)C(=O)N1Cc1cccc([N+](=O)[O-])c1	1	1	-0.1	1.1	5	-3	-1	-1.1	-0.5
Cc1ccc(-c2nnn(CC(=O)N(CCO)C(C(=O)NC3CCCCC3)c3ccncc3)n2)o1 (stereo not given)	-4	0	0.3	0.6	-2	-6	-9	-1.9	-0.4
CCCCn1c2c(c(=O)n(C)c1=O)C(c1ccc(OC)cc1)N1CCCCCC1=N2 (stereo not given)	1	4	0.4	.	-2	-6	3	-0.6	0.8
CNc1nnc(-c2ccc(N(C)C)cc2)s1	-5	-4	?	.	-282	-26	-4	-0.6	1.6
COc1ccc(-c2noc(-c3ccccc3C(=O)N3CCOCC3)n2)cc1	1	1	6.1	.	4	9	-4	1.4	0.6
O=C1C(=O)N(Cc2cccnc2)C(c2ccc(Br)cc2)/C1=C(\O)c1ccc2c(c1)OCCO2 (stereo not given)	0	0	1.1	0.9	1	-7	2	-1.4	-0.5
CC(C)C[C@H]1CN(CCCC[C@H]2CNC(=O)C(=O)N2Cc2ccccc2)C(=O)C(=O)N1CCC1CCCCC1	-4	6	0.2	0.1	22	3	.	.	.
Cc1ccn2c(=O)c(NC(=O)c3ccc4c(c3)OCO4)c(C)nc2c1	4	-7	0.0	0.5	4	-2	-3	-1.0	.
CC(Oc1ccc(Cl)cc1Cl)C(=O)NNC(=O)C(=O)N1CCCC1 (stereo not given)	-13	5	0.6	0.0	-2	26	-4	-4.4	-1.5
CC(C)(C)c1cnnn1-c1ccc([N+](=O)[O-])cc1	-2	-37	0.2	1.3	8	-1	-2	-1.4	-1.7
Cc1nn2cc(-c3ccc(Cl)cc3)cnc2c1Br	-1	-3	-0.8	0.3	-9	-6	1	-0.7	2.9
CC1CCCN(C(=O)Cn2c(=O)oc3cc(S(=O)(=O)N4CCCCC4)ccc32)C1 (stereo not given)	-3	-3	0.0	-1.6	2	-16	7	-3.4	-0.7
O=C(COC(=O)c1ccccn1)NC1CCCCC1	4	17	2.4	.	12	?	1	-3.1	-1.5
COc1ccccc1N1CC(C(=O)Nc2ccc(N3CCOCC3)cc2)CC1=O (stereo not given)	.	5	.	0.1	13	.	3	0.1	-1.5
CN(C/C=C/c1ccccc1)C1CCCCC1	2	-2	0.1	1.4	-6	-2	-3	-1.0	-0.2
COc1ccccc1CN1CCNC(=O)C1CC(=O)NC1Cc2ccccc2C1 (stereo not given)	-2	0	0.1	1.4	-1	-8	0	-1.0	0.2
O=C1CSC(c2cn(-c3ccccc3)nc2-c2cc3ccccc3o2)N1Cc1ccccc1 (stereo not given)	0	8	0.2	.	-5	-20	20	-0.4	-0.5
C#CCNC(=O)C[C@@H]1C[C@@]2(C(=O)OC)CCCCC=C2N(Cc2cccc3ccccc23)C1=O	4	5	-1.1	0.9	0	-1	.	.	.
COc1ccc(C(=S)N2CCOCC2)cc1OC(=O)c1cc(OC)c(OC)c(OC)c1	-1	6	1.0	0.3	1	0	19	.	0.0
Nc1nc(N)c2c(n1)CCCC2	-3	-5	-1.1	1.5	17	-6	2	-2.4	-1.0
O=C(CNC(=O)c1ccc(OC(F)F)cc1)NC1CCCc2ccccc21 (stereo not given)	0	2	3.2	0.4	-2	5	8	-0.4	5.8
O=C(Nc1nnc(-c2ccccn2)o1)c1ccc(Br)cc1	-3	1	-0.5	1.6	7	-6	-1	-1.6	-1.1
O=C(NC1CCCCCC1)c1cc(S(=O)(=O)N2CCC3(CC2)OCCO3)ccc1F	-2	-4	-1.0	0.9	-21	-1	34	-0.1	0.6
COc1ccc(OCC(=O)Nc2cc(S(=O)(=O)N3CCCCC3)ccc2OC)cc1	4	-6	5.0	2.8	-24	10	22	-4.0	11
COc1ccccc1NC(=O)C(C)OC(=O)C(C)SCC(=O)Nc1ccc(C)cc1 (stereo not given)	.	9	.	1.4	-14	.	5	-3.5	1.0
COc1ccc(C(C(=O)NCC2CCCO2)N(C(=O)Cn2nnc3ccccc32)c2ccccc2C(C)=O)cc1OC (stereo not given)	4	-4	1.2	-0.3	8	14	7	-3.1	0.2
COc1ccc(N2CCC(CNC(=O)Nc3ccccc3)C2)cc1 (stereo not given)	-13	1	6.1	.	-4	-22	0	-0.1	0.2
CCCc1cc(=O)oc2cc(OC(C)C(=O)NCc3ccccn3)c(Cl)cc12 (stereo not given)	-1	1	-1.5	1.5	-6	1	2	-1.8	-0.2

Overlap with the part before: two entries, then new ones.
SMILES	Anthrax LF inh2	PrPC TRFRET	BoNT A protease	TcdB inh	CCHFV vOTU inh	BoNT F protease	Yp Topo-I inh	FadD28 binding	PfHsp40 rescue
COc1ccc(N2CCC(CNC(=O)Nc3ccccc3)C2)cc1 (stereo not given)	-13	1	6.1	.	-4	-22	0	-0.1	0.2
CCCc1cc(=O)oc2cc(OC(C)C(=O)NCc3ccccn3)c(Cl)cc12 (stereo not given)	-1	1	-1.5	1.5	-6	1	2	-1.8	-0.2
COc1cccc2c(=O)c3c([nH]c12)OC(C)(C)C3	9	-3	2.6	0.9	-6	26	-3	-0.8	-3.1
CC(N=C1NS(=O)(=O)c2ccccc21)C(=O)OCC(=O)N(C)C1CCS(=O)(=O)C1 (stereo not given)	-4	-1	4.2	-0.9	11	2	-4	-2.6	-1.0
COc1ccc(S(=O)(=O)Oc2ccccc2C(N)=O)cc1	-10	2	-0.3	2.0	-5	-2	-4	-2.4	0.2
CCOCCOc1cc(NCc2ccccc2)c2ncn(C(C)C)c2c1	6	-1	0.9	0.4	30*	9	17	1.0	3.6
CC(C)(C)OC(=O)N1CCOCCOCCN(C(=O)OC(C)(C)C)CCOCCOCC1	-3	8	-1.3	.	-8	2	-2	0.5	-2.7
Oc1c(Cl)cc(Cl)cc1CNc1ccc(Br)cn1	-7	3	-1.1	.	8	-30	-15	-1.5	?
CCn1c(SCc2cccnc2)nnc1-c1c[nH]c2ccccc12	7	0	-0.8	1.6	5	-5	9	-1.8	0.9
CC1CCCCC1NC(=O)CSc1nncs1 (stereo not given)	-4	-4	-0.4	.	-13	14	2	0.9	-1.0
O=C1C=CC(=O)c2c(O)c(N3CCN(CCOCCO)CC3)c(Br)c(O)c21	-19	-39	-2.6	-13	111*	-6	-24	4.4	-0.4
Cc1ncoc1C(=O)N1CCCC(C(=O)c2ccc3c4c(cccc24)CC3)C1 (stereo not given)	-9	-1	0.4	-0.2	-12	-2	-12	-2.9	0.9
COc1cc(/C=N/NC(=O)c2ccc(N)cc2)ccc1OC(=O)c1cccc(C)c1	0	9	-2.9	-0.5	5	0	28	-12	0.4
COC(=O)C1=C(C)NC(=O)CC1c1ccccc1 (stereo not given)	7	1	0.5	.	12	5	-2	-4.2	-1.0
CCCCOc1ccc(C2NC(=O)NC(C)=C2C(C)=O)cc1OCC (stereo not given)	0	7	-0.3	-1.0	7	-6	-7	-2.6	-1.6
Cc1ccc(Cl)c(OCCCCN2CCC(C)CC2)c1	-4	-3	-1.0	0.0	-6	-2	3	-4.1	-0.4
CCOCCCNC(=O)C(NC(=O)Cc1cccs1)c1ccccc1 (stereo not given)	-5	1	-1.1	0.7	-3	3	-4	-1.3	0.6
O=C(CSc1nnc(NC(=O)C2CC2)s1)NCc1ccccc1Cl	1	4	-0.5	1.0	3	-6	3	-2.2	-1.5
CN(C)C(=O)c1ccc(NC(=O)CC2SC(N3CCCC3)=NC2=O)cc1 (stereo not given)	-6	2	3.1	1.7	-3	-3	8	-0.8	0.1
CCN1CCN(c2ccc(S(=O)(=O)N3CCOCC3)cc2NC(=O)C(C)Oc2ccc(F)cc2)CC1 (stereo not given)	8	2	3.0	0.3	2	4	27	-4.1	-1.5
NNC(=O)C1SCCN1S(=O)(=O)c1ccc(Cl)cc1 (stereo not given)	-1	9	0.5	-0.4	6	-2	6	-1.1	-1.5
COc1cc2c(C(=O)NCc3ccc4c(c3)OCO4)cn(CC(C)C)c(=O)c2cc1OC	-1	-4	0.1	.	-1	-4	26	1.2	-1.7
O=C(CN(C(=O)c1nsc(Cl)c1Cl)c1cccc(F)c1)NC1CCCC1	1	-4	0.3	1.6	11	-3	9	0.6	-0.1
O=C1NC(c2ccc(Cl)c([N+](=O)[O-])c2)Nc2ccccc21 (stereo not given)	2	-4	-0.1	2.0	-6	-2	0	-1.4	1.0
Cc1ccccc1NC1=NS(=O)(=O)c2ccccc21	-4	0	-0.8	.	4	-5	-3	-2.5	-1.1
CC1(C)Cc2c(sc(NC(=O)C(=O)N3CCCCC3)c2C(=O)O)CO1	-2	1	0.5	-0.6	4	2	1	-3.6	0.0

Filtered by structure, the compounds so far containing an aryl thioether with sulfur outside any ring.
SMILES	Anthrax LF inh2	PrPC TRFRET	BoNT A protease	TcdB inh	CCHFV vOTU inh	BoNT F protease	Yp Topo-I inh	FadD28 binding	PfHsp40 rescue
Cc1ccc(S(=O)(=O)N2CCN(C(=O)CSc3ncn[nH]3)CC2)cc1	.	-1	.	-0.1	11	.	5	0.2	-1.8
Cc1ccc(NC(=O)Cc2nc(CSc3nnc(-c4ccc5c(c4)OCO5)o3)cs2)cc1	-3	3	-1.9	.	6	-29	18	-0.4	1.1
CCn1c(SCc2cccnc2)nnc1-c1c[nH]c2ccccc12	7	0	-0.8	1.6	5	-5	9	-1.8	0.9
CC1CCCCC1NC(=O)CSc1nncs1 (stereo not given)	-4	-4	-0.4	.	-13	14	2	0.9	-1.0
O=C(CSc1nnc(NC(=O)C2CC2)s1)NCc1ccccc1Cl	1	4	-0.5	1.0	3	-6	3	-2.2	-1.5

Compound activity (PubChem BioAssay)

Compounds as they come. About 2.3% of those tested had a hit in this group.
